S2 tox – cell viability loss in ATXN counter-screen | S2 cells (HEK-293 line with an ATXN2-luciferase reporter) viability, CellTiter-Fluor protease fluorescence, 24 h | AID 651635 | 0.49% of 400,000 active | Potency, µM (highest dose often 56.7 µM), most hits filed as cytotoxic; further: potency means the concentration at half of the fitted maximal effect; nearly all actives have a fitted effect of over 40% in size
KB-V1 MDR tox – kills drug-selected multidrug resistant KB-V1 cells; 3.4% of 400,000 active; Potency, µM (series often up to 46.1 µM), inactives show top-dose activity change, negative = cytotoxicity, hits mostly cytotoxic; KB-V1 MDR cells viability, CellTiter-Glo, 72 h; further: potency means the concentration at half of the fitted maximal effect; on the % scale 0 is the no-effect control and ±100 the full control effect; nearly all actives have a fitted effect of over 60% in size
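KB-V1, DMEM (no phenol red) + 10% FBS; cpd pin-transferred, titration series; 72 h, 37 degrees C; CellTiter-Glo, luminescence. Data normalized, curve-fit.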
HT1080NT lethal – kills 2HG-producing HT-1080-NT fibrosarcoma cells | HT-1080-NT fibrosarcoma viability, CellTiter-Glo ATP luminescence, 48 h | Potency, µM (doses to about 46.1 µM), without a hit: at the top dose activity, negative = less viability, usual class: cytotoxic | 1.6% of 360,000 active | AID 686970;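 further: NT is the 2HG producing partner of a matched IDH1 knockdown line; potency means the concentration at half of the fitted maximal effect; 0% = DMSO-treated cells and -100% = media-only wells without cells; nearly all actives have a fitted effect of over 55% in size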
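A 48-hour cytotoxicity screen used HT-1080-NT cells plated 2 hours before compound delivery. ATP-based CellTiter-Glo luminescence measured viability, normalized to DMSO and no-cell controls.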
KB-3-1 tox – KB-3-1 parental cell cytotoxicity; KB-3-1 viability, CellTiter-Glo ATP luminescence, 72 h; Potency, µM (highest dose often 46.1 µM), for the others: at the top dose activity change, negative = cytotoxic, actives largely listed as cytotoxic; 1.4% of 400,000 active; further: potency means the concentration at half of the fitted maximal effect; on the % scale 0 is the no-effect control and ±100 the full control effect; nearly all actives have a fitted effect of over 60% in size
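Parental KB-3-1 adenocarcinoma cells in phenol-red-free DMEM with 10% FBS were pin-treated with compounds at several concentrations, incubated 72 h at 37 °C, and viability read by CellTiter-Glo luminescence; concentration-effect curves were fitted after normalization.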
SW480 rerep – induces DNA re-replication in SW480 colon adenocarcinoma cells; SW480 DNA re-replication, Hoechst DNA content imaging, 48 h; Potency, µM (titrated, usually from 46.1 µM), for inactives: at the highest dose re-replication activation, usual class: activators; AID 624297; 1.8% of 340,000 active; further: potency means the concentration at half of the fitted maximal effect; % of control where 0% means no effect; nearly all actives have a fitted effect of over 55% in size
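Quantitative HTS format with DMSO vehicle controls; 48 hr drug incubation at 37 C, then 40 min Hoechst staining and scanning imager measurement at 405 nm excitation.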
ATXN2 expr inh – ATXN2 expression inhibition; HEK-293 ATXN2-luciferase reporter, luminescence, 24 h; 0.72% of 360,000 active; Potency, µM (top dose mostly 57 µM), without a hit: at the top dose activity change, negative = inhibition, actives largely listed as inhibitors; AID 1745845; further: potency means the concentration at half of the fitted maximal effect; on the % scale 0 is the no-effect control and ±100 the full control effect; nearly all actives have a fitted effect of over 55% in size
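ATXN2-luciferase reporter cells (luciferase flanked by upstream and downstream ATXN2 gene portions) were treated 24 h at 37 °C with compounds at up to 57 uM. SteadyGlo luminescence gave expression; GF-AFC fluorescence gave viability.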
MCF10A rereplic – induces DNA re-replication in MCF 10a normal breast cells | MCF 10A DNA re-replication, Hoechst nuclear intensity, 48 h | Potency, µM (doses to about 46.1 µM), for the others: at the highest dose activity, positive = re-replication, usual class: activators | 2.9% of 350,000 active | AID 624296; further: potency means the concentration at half of the fitted maximal effect; % of control where 0% means no effect; nearly all actives have a fitted effect of over 50% in size
IL1B secr inh – blocks inflammasome-driven IL-1 beta release; THP-1 LPS/ATP IL-1B secretion, AlphaLISA, 16 h; stronger effect = lower value; activity change, % at 57.5 µM; 4.7% of 360,000 active; AID 743279; in the data active means activity change below about -50%; inconclusive means mostly about -30% to -49%; further: on the % scale 0 is the no-effect control and ±100 the full control effect
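Secreted IL-1B measured by AlphaLISA bead assay after 16 h compound exposure of THP-1 cells; compounds (final up to 57.5 uM) added 1 h before LPS (250 ng/mL) and ATP (1.25 mM) stimulation; lower signal means less secretion.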
HT1080 IDH1KD tx – toxicity to HT-1080 IDH1 knockdown cells (counter line); HT-1080 IDH1 knockdown viability, ATP luminescence, 48 h; 2% of 360,000 active; Potency, µM (series often up to 46.1 µM), for the others: top-dose activity, negative = toxicity, usual class: cytotoxic;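 further: potency means the concentration at half of the fitted maximal effect; 0% = DMSO wells and -100% = cell-free medium wells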
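In this qHTS, HT-1080 cells depleted of IDH1 are exposed for 48 h at 37 °C to compound titrations. Toxicity is scored from CellTiter-Glo luminescence, with DMSO as full viability and medium alone as none.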
* = called active by the depositor; i = inactive; ? = inconclusive; · = no result given; [ ] = remark or other dose. Unless noted, the call rests on the fitted dose curve; in most records, active means well fitted curve in the direction sought with a large enough effect; inconclusive means small, poorly fitted or top-dose-only effect, or another doubt; inactive means no such curve, though single readings can be large; an effect the other way counts as inactive or inconclusive.

(1) COc1ccc(CNC(=O)[C@@H](C)NC(=O)[C@@H]2Cc3ccccc3CN2)cc1
(2) CCOC(=O)c1ccc(N=Cc2cnc(N)nc2N)cc1
(3) O=C(COC(=O)c1ccc(Cl)c(S(=O)(=O)N2CCCC2)c1)NCc1cccs1
(4) CCOC(=O)c1c(C)c(C(=O)NCCCOC(C)C)c(C)n1C
(5) S=c1[nH]nc(C2(c3ccccc3)CCCC2)o1
(6) COC(=O)C1=C(C)NC(=O)NC1C1CC=CCC1 (stereo not drawn)
(7) C#CCNC(=O)C[C@@H]1C[C@@]2(C(=O)OCC)CCC=C2N(Cc2ccc(Cl)cc2Cl)C1=O
(8) CCN(CC)CCNS(=O)(=O)c1ccc(/C=C/C(=O)O)cc1

Screen / compound no.	1	2	3	4	5	6	7	8
S2 tox	i	?	i	i	i	i	i	i
KB-V1 MDR tox	6%	?	-22%	14%	-6%	-13%	?	?
HT1080NT lethal	-1%	-14%	14%	7%	-2%	-5%	?	13%
KB-3-1 tox	0%	2%	-12%	5%	-12%	-2%	-1%	-3%
SW480 rerep	?	9%	-6%	-5%	-17%	-1%	·	-7%
ATXN2 expr inh	2%	5%	0%	-2%	-16%	6%	0%	8%
MCF10A rereplic	-23%	3%	12%	0%	-23%	13%	·	7%
IL1B secr inh	13	9	-6	5	-3	6	11	10
HT1080 IDH1KD tx	2%	-4%	8%	8%	-1%	8%	-17%	5%

(9) COCCn1c(-c2ccc(Br)cc2)nc2oc3cc(OC)ccc3c(=O)c2c1=O
(10) CCCCNS(=O)(=O)c1ccc(Br)cc1N1CCC[C@H]1CO
(11) Cc1ccc(NC(=O)CSCC(=O)Nc2ccccc2N2CCCCC2)cc1
(12) Nc1c(C(=O)c2cccs2)oc2ccccc12
(13) CCN(CC)CCCN=C(N)N
(14) Cc1nc(Cc2nnc(SCC(=O)N(C)c3ccccc3)o2)cs1
(15) CCCC(=O)OCc1cnc(C)c2oc(=O)c(C(=O)Nc3ccccc3)cc12
(16) COc1ccc(-c2coc3c(C(=O)NCc4ccc(C(F)(F)F)cc4)cccc23)c(C)c1

Screen / compound no.	9	10	11	12	13	14	15	16
S2 tox	i	i	i	i	i	i	i	?
KB-V1 MDR tox	3%	0%	?	-19%	-29%	-20%	4%	?
HT1080NT lethal	20%	10%	-3%	-2%	1%	1%	·	?
KB-3-1 tox	2%	5%	0%	14%	-19%	-3%	-3%	-24%
SW480 rerep	-6%	12%	4%	?	-8%	-2%	·	·
ATXN2 expr inh	·	6%	-5%	70%[activator]	2%	-1%	6%	-6%
MCF10A rereplic	3%	4%	?	?	0%	1%	·	·
IL1B secr inh	33	0	-63*	-1	-17	-1	·	-7
HT1080 IDH1KD tx	9%	8%	-7%	?	0%	8%	·	?

An excerpt from above in order of formula weight, highest first:
(3) O=C(COC(=O)c1ccc(Cl)c(S(=O)(=O)N2CCCC2)c1)NCc1cccs1
(11) Cc1ccc(NC(=O)CSCC(=O)Nc2ccccc2N2CCCCC2)cc1
(8) CCN(CC)CCNS(=O)(=O)c1ccc(/C=C/C(=O)O)cc1
(2) CCOC(=O)c1ccc(N=Cc2cnc(N)nc2N)cc1
(5) S=c1[nH]nc(C2(c3ccccc3)CCCC2)o1
(13) CCN(CC)CCCN=C(N)N

Screen / compound no.	3	11	8	2	5	13
S2 tox	i	i	i	?	i	i
KB-V1 MDR tox	-22%	?	?	?	-6%	-29%
HT1080NT lethal	14%	-3%	13%	-14%	-2%	1%
KB-3-1 tox	-12%	0%	-3%	2%	-12%	-19%
SW480 rerep	-6%	4%	-7%	9%	-17%	-8%
ATXN2 expr inh	0%	-5%	8%	5%	-16%	2%
MCF10A rereplic	12%	?	7%	3%	-23%	0%
IL1B secr inh	-6	-63*	10	9	-3	-17
HT1080 IDH1KD tx	8%	-7%	5%	-4%	-1%	0%

(continued)
(17) O=C(COc1ccccc1)Nc1ccncc1Cl
(18) COc1ccc(NC(=O)CSc2nc(N)c(-c3ccccc3)c(=O)[nH]2)cc1
(19) Cc1cc(C)n2c(SCC(=O)N(C)C3CCS(=O)(=O)C3)nnc2n1 (stereo not drawn)
(20) N#C/C(=C\c1ccc(OCc2ccc(C(=O)O)cc2)cc1)C(=O)N1CCOCC1
(21) COc1ccccc1NC(=S)N(c1ccccc1)C(C)C
(22) CC[C@]12c3[nH]c4ccc(Cl)cc4c3CCN1C(=O)[C@@H](CC(=O)NCCCOC)C[C@@H]2C(=O)N1CCN(C(=O)C2CC2)CC1
(23) CCCC(c1c(C)n(C)n(-c2ccccc2)c1=O)c1c(C)n(C)n(-c2ccccc2)c1=O
(24) CC(=O)N1c2ccc(S(=O)(=O)NCC3CCC(C(=O)Nc4cc(C)ccn4)CC3)cc2CC1C (stereo not drawn)

Screen / compound no.	17	18	19	20	21	22	23	24
S2 tox	i	i	i	i	i	i	i	i
KB-V1 MDR tox	2%	-3%	5%	?	19%	12%	?	-3%
HT1080NT lethal	6%	2%	11%	-23%	22%	-6%	2%	?
KB-3-1 tox	0%	4%	6%	?	14%	-1%	21µM*	23µM*
SW480 rerep	-6%	0%	-7%	-4%	-26%	-4%	-44%[inhibitor]	?
ATXN2 expr inh	21%	0%	-6%	8.9µM*	0%	3%	-1%	?
MCF10A rereplic	-17%	21%	10%	9%	-1%	0%	-10%	16%
IL1B secr inh	5	11	67	2	-4	-5	1	-78*
HT1080 IDH1KD tx	2%	5%	7%	?	2%	0%	?	?

(25) OC(c1ccccc1)c1nc(-c2cccc(F)c2)cs1 (stereo not drawn)
(26) Nc1cc(-c2ccc(Cl)cc2)nn1S(=O)(=O)c1ccc(Cl)cc1
(27) COc1ccc(OC)c(CCNC(=O)CCc2nnc3ccc(N4CCCCC4)nn23)c1
(28) Cc1cc(CNC(=O)C2CCC(=O)N(CCc3cccc(F)c3)C2)on1 (stereo not drawn)
(29) COc1ccc2cc3c(nc2c1)OCC3
(30) CC(OC(=O)c1cccc(O)c1)C(=O)N(C)Cc1ccccc1 (stereo not drawn)
(31) O=C(COC(=O)[C@H](Cc1ccccc1)NC(=O)c1ccco1)NC(c1ccccc1)c1ccccc1
(32) CN(c1ccccc1)S(=O)(=O)c1cccc(NC(=O)CSc2ncn[nH]2)c1

Screen / compound no.	25	26	27	28	29	30	31	32
S2 tox	i	i	i	i	i	i	i	i
KB-V1 MDR tox	18%	2%	1%	28%	0%	?	7%	0%
HT1080NT lethal	?	-21%	?	5%	-5%	1%	6%	-3%
KB-3-1 tox	0%	-27%	11%	1%	1%	-9%	4%	?
SW480 rerep	·	-3%	9%	-4%	-22%	16%	-6%	9%
ATXN2 expr inh	11%	-13%	8%	7%	·	10%	1%	-15%
MCF10A rereplic	·	1%	-7%	4%	0%	12%	3%	6%
IL1B secr inh	5	28	0	7	-18	-11	3	23
HT1080 IDH1KD tx	?	-11%	9%	14%	-3%	16%	5%	-16%

(33) CCN(CC(=O)NC1CCS(=O)(=O)C1)c1ccc([N+](=O)[O-])cc1C#N (stereo not drawn)
(34) CC(C)C(=O)Nc1cccc(NC(=O)c2cccc(F)c2)c1
(35) CCc1ccccc1NC(=O)C1CCCN(c2ncnc3onc(C)c23)C1 (stereo not drawn)
(36) Cc1ccnc(NCc2ccccc2O)c1
(37) CN(C)c1ccc(/C=C(\C#N)C(=O)Nc2nc3c(s2)CCN(Cc2ccccc2)C3)cc1
(38) CCOP(=O)(c1ccccc1)C1(C#N)CC1 (stereo not drawn)
(39) N/C(=N\OC(=O)c1ccc(Br)cc1)c1ccccc1
(40) COc1ccc(C(=O)N2CCSCC2)cc1OC1CCN(C(C)=O)CC1

Screen / compound no.	33	34	35	36	37	38	39	40
S2 tox	i	i	i	i	i	i	i	i
KB-V1 MDR tox	-37%	13%	-7%	16%	?	0%	23%	-6%
HT1080NT lethal	-4%[9.24 µM]	1%	·	20%	-6%	1%	14%	-3%
KB-3-1 tox	-3%	5%	-18%	2%	-13%	-4%	3%	17%
SW480 rerep	?	1%	·	-33%[inhibitor][1.84 µM]	14%	-1%	-3%	-5%
ATXN2 expr inh	-4%	·	-5%	5%	-23%	-9%	92%[activator]	-10%
MCF10A rereplic	3%	-2%	·	3%	?	4%	1%	8%
IL1B secr inh	12	-7	·	-25	20	23	0	-2
HT1080 IDH1KD tx	1%	9%	·	2%	-4%	-1%	1%	-1%

(41) Cc1ccc2c(ccn3cc4c(c(=O)n(C)c(=O)n4C)c23)c1
(42) Cc1cc(=O)[nH]c(SCc2nc3ccc([N+](=O)[O-])cc3[nH]2)n1
(43) O=C(O)/C=C/C(=O)NC1CCCCC1
(44) Cc1ccc(NC(=O)CSc2nnc3ccccn23)cc1
(45) NC(=O)C1CCN(C(=O)c2ccc(C(F)(F)F)cc2)CC1
(46) CCOc1ccccc1NC(=O)C1CCCN(S(=O)(=O)c2ccc(OC)c(C)c2)C1 (stereo not drawn)

Screen / compound no.	41	42	43	44	45	46
S2 tox	i	i	i	i	i	i
KB-V1 MDR tox	-10%	2%	-8%	31%	10%	-9%
HT1080NT lethal	10%	-13%	-1%	8%	11%	5%
KB-3-1 tox	14%	0%	-2%	-6%	11%	-12%
SW480 rerep	2%	0%	6%	-110%[inhibitor]	12%	2%
ATXN2 expr inh	15%[11.3 µM]	-8%	-10%	·	1%	-10%
MCF10A rereplic	5%	-3%	4%	-13%	0%	3%
IL1B secr inh	17	33	0	-2	19	-2
HT1080 IDH1KD tx	-2%	-1%	-1%	0%	6%	11%

Source: PubChem

Not a hit list; any-hit rate near 11%.
